Screening results deposited in PubChem by several laboratories.
STEP block: inhibitors of human striatal-enriched phosphatase STEP | P54829 | recombinant STEP, OMFP fluorogenic substrate, fluorescence | inhibition, % at 20 µM | actives 0.25% (n = 360,000);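 active = inhibition at 20 µM, scaled per plate between control wells, above about 37%, limit read from the data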;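 also: 0% = DMSO with enzyme and substrate and 100% = substrate only without enzyme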
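Assay system: isolated STEP enzyme. Buffer or medium: pH 6.0 Bis-Tris with DTT and Tween 20. Also added: fluorogenic phosphatase substrate OMFP at 25 µM final. Dosing: 20 µM, 1% DMSO. Timing: 20 min reaction, room temperature, in the dark. Measured by: fluorescence intensity, excitation 480 nm, emission 540 nm. Evaluation: normalized % inhibition.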
SUMO1 PPI mod: modulators of human SUMO1-mediated protein-protein interactions; SUMO1 binding to a labelled peptide, TR-FRET, 1 h; actives 0.33% (n = 360,000); AID 602429; inhibition, % at 20 µM; in the data active = inhibition above about 37%
Target sequence (P63165 whole entry, looked up): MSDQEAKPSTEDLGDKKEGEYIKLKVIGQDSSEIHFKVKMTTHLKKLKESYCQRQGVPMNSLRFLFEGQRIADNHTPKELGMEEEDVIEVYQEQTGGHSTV
CSN inh: inhibitors of human CSN-mediated cullin deneddylation | Purified CSN, SCF-Nedd8-OG deneddylation, fluorescence polarization | inhibition, % at 12.5 µM | actives 0.38% (n = 360,000);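 active = pattern-corrected inhibition above about 35%, with an unprinted fluorescence ratio check between 0.5 and 1.5, limit read from the data, passing the limit was not always enough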;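 also: 0% = enzyme with substrate and 100% = substrate without enzyme; some results filed as inactive read as strong as hits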
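Schedule: reaction 90 min, room temperature / Assay system: HEK293T-derived human Csn5 enzyme / Input: Csn5 at 0.24 nM final / Measure: inhibition of Csn5 cleavage, % / Control set: substrate-only high control, full reaction low control / Technique: fluorescence polarization of the substrate / Buffer or medium: Tris/NaCl/DTT buffer, pH 7.5 / Reagent: SCFSkp2-Nedd8OG substrate at 10 nM final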
Scp1 inh: Scp-1 (human) phosphatase inhibition; Recombinant Scp1, phosphopeptide, malachite green phosphate absorbance; inhibition, % at 20 µM; actives 0.88% (n = 340,000); AID 493091; Q9GZU7;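 active = inhibition above about 50% at 20 µM, limit read from the data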;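 also: plate controls were DMSO wells with enzyme for no effect and wells lacking enzyme for full effect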
Target sequence (Q9GZU7 76-261 limits assumed): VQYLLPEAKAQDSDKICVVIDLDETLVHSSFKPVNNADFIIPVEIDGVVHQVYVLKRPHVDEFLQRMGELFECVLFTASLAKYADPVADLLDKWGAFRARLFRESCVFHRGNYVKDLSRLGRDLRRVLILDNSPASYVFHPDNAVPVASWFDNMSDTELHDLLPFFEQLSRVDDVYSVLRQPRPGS
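Test system: SCP-1 phosphatase catalytic domain, residues 76-261 | Compound dosing: One concentration, 20 µM, with 1.0% DMSO | Schedule: 45 min room-temperature reaction, 5 min colour, 30 min stabiliser | Detection: Absorbance at 630 nm | Read-out basis: % inhibition of SCP-1 phosphate liberation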
LMPTP inh: LMPTP (human) inhibition; actives 0.22% (n = 360,000); recombinant LMPTP-A, OMFP fluorogenic substrate, fluorescence intensity; P24666; inhibition, % at 20 µM;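 active = compounds that cut the enzyme signal by at least half of the control window in the single-dose screen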;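 also: plate controls were DMSO wells with enzyme plus substrate for no effect and substrate without enzyme for full effect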
Target sequence (P24666 whole entry, looked up): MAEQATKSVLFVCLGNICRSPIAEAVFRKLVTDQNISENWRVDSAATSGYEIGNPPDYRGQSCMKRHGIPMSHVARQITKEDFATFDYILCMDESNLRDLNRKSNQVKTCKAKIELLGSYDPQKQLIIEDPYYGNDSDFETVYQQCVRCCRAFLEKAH
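Assay system: LMPTP-A enzyme. Input: 0.625 nM LMPTP-A final. Probe or stimulus: 400 µM OMFP. Compound dosing: single 20 µM dose. Schedule: 50 min dark incubation at room temperature. Detection: fluorescence intensity of OMFP turnover product. Read-out: percent inhibition versus substrate-only and uninhibited controls. Benchmarks: no-enzyme low control, uninhibited high control.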
Rpn11 inh: blocks the human proteasome subunit Rpn11; actives 0.59% (n = 360,000); human 26S proteasome, Ub4-pepOG fluorescence polarization; 20S core pre-blocked with epoxomicin; O00487; calls only at 20 µM; AID 588493;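 active = inhibition at 20 µM, scaled to each plate's controls, above about 33%, limit read from the data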
Target sequence (O00487 whole entry, looked up): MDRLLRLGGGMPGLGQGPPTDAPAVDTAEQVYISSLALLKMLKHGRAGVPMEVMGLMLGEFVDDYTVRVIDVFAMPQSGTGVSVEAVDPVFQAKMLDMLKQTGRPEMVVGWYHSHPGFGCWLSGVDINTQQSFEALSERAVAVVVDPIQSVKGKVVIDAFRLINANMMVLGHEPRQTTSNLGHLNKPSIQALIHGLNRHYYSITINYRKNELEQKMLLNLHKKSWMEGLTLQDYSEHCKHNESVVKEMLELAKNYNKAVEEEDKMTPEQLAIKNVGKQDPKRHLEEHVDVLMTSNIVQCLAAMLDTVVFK
Tb MetRS inh: Trypanosoma brucei MetRS inhibition. purified T. brucei MetRS, ATP depletion, Kinase-Glo luminescence. AID 624268. inhibition, % at 11.9 µM. actives 0.4% (n = 360,000);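 active = inhibition above a per-plate cutoff of the control wells' mean inhibition plus 3 SD, cut at about 5.5% in these data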;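 also: 0% = DMSO wells median and 100% = median of wells with control inhibitor compound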
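Material: T. brucei methionyl-tRNA synthetase, purified; reagent: substrates ATP, L-methionine and bulk Escherichia coli tRNA; dosing: 11.9 µM single point; timing: 15 min plus 2 h at 25 °C; detection: luminescence of leftover ATP; evaluation: % inhibition; control set: DMSO-only wells as low control; replicates: singlicate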
MsrA inhibitor: inhibits bovine methionine sulfoxide reductase A; purified bovine MsrA, absorbance read-out; inhibition, % at 15.5 µM; actives 0.75% (n = 360,000); AID 651718; in the data active = inhibition above about 4.5%;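 also: 0% = vehicle wells with enzyme and 100% = reference inhibitor wells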
NadD block: NadD (S. aureus) enzyme inhibition | purified NadD enzyme, colorimetric absorbance read-out | inhibition, % at 20 µM | actives 0.78% (n = 360,000); in the data active = inhibition above about 26%; also: some compounds past the cut are filed as inactive
DNMT1 block: blocks human DNA methyltransferase DNMT1. DNMT1 molecular beacon, Hinp1I cleavage, fluorescence. actives 0.83% (n = 360,000). P26358. inhibition (reported as % activation of signal), % at 10 µM. AID 588458; in the data active = inhibition above about 50%
* marks the source's active call; other numbers are inactive results; i = inactive; / = not tested or not shown.

1	CCOCCc1nnc(NC(=O)Cc2ccccc2)s1
2	CC(C)NS(=O)(=O)c1ccc(NC(=O)CCc2ccccc2)cc1
3	Cc1cccc(NC(=S)N2CCCN(c3ncccc3[N+](=O)[O-])CC2)c1
4	O=C(c1ccco1)N1CCN(S(=O)(=O)c2cccs2)CC1
5	CNC(=O)NC(=O)COc1ccc2oc3c(c2c1)CCCC3
6	COc1ccc(/C=N/NC(=O)c2ccc(Cl)c(S(N)(=O)=O)c2)cc1OCC(N)=O
7	O=C(Nc1ccccc1N1CCOCC1)c1ccc2ccccc2n1
8	CCOc1ccc(CCNC(=O)COC(=O)c2cccc(S(=O)(=O)N3CCCCC3)c2)cc1OCC
assay / entry	1	2	3	4	5	6	7	8
STEP block	-1	-3	-2	-4	3	3	2	0
SUMO1 PPI mod	-4	-2	-19	-3	3	-7	-8	-1
CSN inh	0	-1	-1	3	-5	-2	-7	4
Scp1 inh	-7	-4	-7	-5	0	-2	-5	-6
LMPTP inh	-1.1	-0.1	-1.2	-0.9	0.7	-0.4	3.7	-0.6
Rpn11 inh	i	i	i	i	i	i	i	i
Tb MetRS inh	-3.0	0.0	-1.1	-0.1	-0.1	0.4	-1.0	-0.2
MsrA inhibitor	-0.9	2.0	-0.8	-0.9	2.8	2.9	0.3	-0.5
NadD block	-4	-5	-4	0	0	-1	-5	-7
DNMT1 block	1	-1	-5	7	-1	-1	-4	-4

In the list so far, 2 have a furan ring, fused or not.
4	O=C(c1ccco1)N1CCN(S(=O)(=O)c2cccs2)CC1
5	CNC(=O)NC(=O)COc1ccc2oc3c(c2c1)CCCC3
assay / entry	4	5
STEP block	-4	3
SUMO1 PPI mod	-3	3
CSN inh	3	-5
Scp1 inh	-5	0
LMPTP inh	-0.9	0.7
Rpn11 inh	i	i
Tb MetRS inh	-0.1	-0.1
MsrA inhibitor	-0.9	2.8
NadD block	0	0
DNMT1 block	7	-1

Some values from the results shown:
compound 2 in Scp1 inh has -4
compound 3 in Tb MetRS inh has -1.1
compound 5 in LMPTP inh has 0.7
compound 1 in SUMO1 PPI mod has -4
compound 6 in LMPTP inh has -0.4

(listing goes on)
9	COc1ccc(NC(=O)CSc2n[nH]c(-c3ccccc3)n2)cc1S(N)(=O)=O
10	CC(C)N(C(=O)CSc1nnc(C2CC2)n1C1CC1)c1ccccc1
11	O=C(CSc1nnc(CNC(=O)c2cccs2)o1)NC1CCCCC1
12	COc1ccc(-n2c(SCC(=O)Nc3ccc([N+](=O)[O-])cc3OC)nc3ccccc32)cc1
13	CC(C)(C)c1ccc(OCC(=O)N(Cc2cccs2)C2CCS(=O)(=O)C2)cc1 (centres undefined)
14	O=C(NC1CCCCCC1)c1cc(=O)[nH]c2ccc(S(=O)(=O)N3CCOCC3)cc12
15	COc1ccc(-c2cn3cccnc3n2)cc1NC(=O)C(C)Oc1ccccc1 (centres undefined)
16	CN(CC(=O)Nc1cccc(F)c1)C(=O)CCCn1c(=O)oc2ccccc21
assay / entry	9	10	11	12	13	14	15	16
STEP block	-2	-2	-9	5	-2	-1	2	-1
SUMO1 PPI mod	9	5	-1	-2	1	-3	-22	7
CSN inh	-1	-4	30	-2	-3	0	-4	3
Scp1 inh	-5	-3	2	3	-7	19	-6	-7
LMPTP inh	-2.2	-0.7	-0.4	1.4	-0.2	0.6	2.7	-0.7
Rpn11 inh	i	i	i	i	i	i	i	i
Tb MetRS inh	-0.2	-0.3	-1.5	-0.1	-0.4	-0.6	-0.3	-0.1
MsrA inhibitor	0.9	-0.3	-0.7	-1.4	-0.6	0.3	2.3	1.6
NadD block	-1	-5	-8	18	-1	5	-3	-8
DNMT1 block	4	1	4	3	6	1	-2	-1

One compound at a time, from the list above. Screens in order: STEP block	SUMO1 PPI mod	CSN inh	Scp1 inh	LMPTP inh	Rpn11 inh	Tb MetRS inh	MsrA inhibitor	NadD block	DNMT1 block
Shown for O=C(NC1CCCCCC1)c1cc(=O)[nH]c2ccc(S(=O)(=O)N3CCOCC3)cc12 : -1	-3	0	19	0.6	i	-0.6	0.3	5	1
Shown for COc1ccc(-n2c(SCC(=O)Nc3ccc([N+](=O)[O-])cc3OC)nc3ccccc32)cc1 : 5	-2	-2	3	1.4	i	-0.1	-1.4	18	3
Shown for CN(CC(=O)Nc1cccc(F)c1)C(=O)CCCn1c(=O)oc2ccccc21 : -1	7	3	-7	-0.7	i	-0.1	1.6	-8	-1
Shown for COc1ccc(-c2cn3cccnc3n2)cc1NC(=O)C(C)Oc1ccccc1 (centres undefined) : 2	-22	-4	-6	2.7	i	-0.3	2.3	-3	-2
Shown for CC(C)N(C(=O)CSc1nnc(C2CC2)n1C1CC1)c1ccccc1 : -2	5	-4	-3	-0.7	i	-0.3	-0.3	-5	1

A different layout for part of the listing above.
no.	smiles	STEP block	SUMO1 PPI mod	CSN inh	Scp1 inh	LMPTP inh	Rpn11 inh	Tb MetRS inh	MsrA inhibitor	NadD block	DNMT1 block
10	CC(C)N(C(=O)CSc1nnc(C2CC2)n1C1CC1)c1ccccc1	-2	5	-4	-3	-0.7	i	-0.3	-0.3	-5	1
6	COc1ccc(/C=N/NC(=O)c2ccc(Cl)c(S(N)(=O)=O)c2)cc1OCC(N)=O	3	-7	-2	-2	-0.4	i	0.4	2.9	-1	-1

Continuation:
17	Cc1ccc(Cl)cc1NC(=O)CSC(N)=O
18	C=CCN1C(=O)c2ccccc2Sc2ccc(C(=O)NC(C)C)cc21
19	COc1ccc(NS(=O)(=O)c2cccc(C(=O)N3CCN(C/C=C/c4ccccc4)CC3)c2)cc1
20	O=C(COC(=O)c1ccccc1C(=O)c1ccccc1)Nc1cccc([N+](=O)[O-])c1
21	CCn1c(C(C)NC(C)=O)nc2ccccc21 (centres undefined)
22	O=C(Nc1ccc(OC(=O)c2ccncc2)cc1)c1ccncc1
23	CCc1nnc(NC(=O)CSc2nnnn2C)s1
24	O=c1[nH]c(C2CCN(S(=O)(=O)c3ccccc3)CC2)nc2c1nnn2Cc1c(F)cccc1Cl
25	COc1ccc(Cn2nnnc2CN2CCCCCC2)cc1
26	Cn1c(CSc2nc3ccccc3s2)nnc1SCC(=O)NCc1cccnc1
assay / entry	17	18	19	20	21	22	23	24	25	26
STEP block	-6	0	0	-1	-2	-1	-1	0	3	-3
SUMO1 PPI mod	0	2	-148	-16	0	-3	-21	6	-2	2
CSN inh	9	-1	2	-2	5	1	2	2	3	3
Scp1 inh	1	-7	/	-6	-9	-4	-5	-3	-7	3
LMPTP inh	0.7	-0.4	-6.5	0.4	1.1	-1.1	-2.4	5.8	-1.4	-2.2
Rpn11 inh	i	i	i	i	i	i	i	i	i	i
Tb MetRS inh	1.7	-0.1	-0.1	-0.5	-0.8	-0.3	-0.8	-0.1	-0.3	0.2
MsrA inhibitor	0.4	-0.5	1.0	-1.6	0.5	0.1	0.1	0.2	0.5	1.2
NadD block	-2	-4	-1	-8	3	6	-2	25	-2	3
DNMT1 block	0	1	-90	0	1	-1	-1	-9	-1	4
